Screens: PubChem BioAssay, Sanford-Burnham Center for Chemical Genomics
PMI inhibition – MPI inhibition at elevated mannose 6-phosphate – biochemical, fluorescence intensity, high mannose 6-phosphate, primary screen (AID 1220); recombinant PMI enzyme, coupled fluorescence intensity; higher % means a stronger effect; one-dose inhibition, % at 20 µM; IC50 in µM for titrated hits; hit rate 0.66% among 190,000
TNAP activation fold – stimulation of alkaline phosphatase TNAP activity – biochemical, luminescent, no phosphate acceptor, uHTS, primary screen (AID 1001); hit rate 0.03% among 200,000; activation fold at 20 µM; hits with a dose series show EC50 in µM; purified TNAP, luminescent activation assay, no phosphate acceptor; higher activation fold means a stronger effect; in the data active = activation fold from about 3, or a potency from the dose series; inactive = the rest, 99 in 100 with activation fold below about 1.6; note: many of its hits are not listed in these tables
KOR beta-arrestin-1 – KOR antagonists, beta-arrestin recruitment, cell-based, luminescence, uHTS (AID 1778). KOR beta-arrestin recruitment, luminescence, antagonist mode; higher % means a stronger effect. one-dose inhibition, % at 10 µM; IC50 in µM for titrated hits. hit rate 0.091% among 290,000; note: strong numbers were not always called active
PMI inhibitors – inhibitors of human PMI, primary screen, biochemical, fluorescence intensity, coupled assay (AID 1209) | hit rate 0.42% among 190,000 | purified PMI enzyme, coupled fluorescence intensity; higher % means a stronger effect | inhibition, % at 20 µM, or IC50 in µM where a hit was titrated;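 note: plate controls were DMSO vehicle for no effect and wells lacking substrate for full effect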
XIAP antagonists – XIAP antagonists, biochemical, IAP family, fluorescence polarization (AID 1018). hit rate 0.007% among 200,000. displacement, % at 20 µM; hits with a dose series show IC50 in µM. XIAP BIR domain, fluorescence polarization peptide displacement; higher % means a stronger effect; in the data active = displacement above about 50%; note: a part of the inactive calls stands beside numbers as strong as those of hits
NOD1 inhibition – inhibition of NOD1-driven NF-kB reporter – cell-based, luminescence, uHTS, primary screen (AID 1578); NOD1-driven NF-kB luciferase reporter cells, luminescence; higher % means a stronger effect; inhibition, % at 4 µM; hits with a dose series show EC50 in µM; hit rate 1% among 290,000; in the data active = inhibition mostly above about 36%, no sharp cut-off; inactive = mostly below about 34%;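 note: HEK-293T reporter cells stimulated with the NOD1 agonist gamma-tri-DAP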
LYP inhibition – PTPN22 lymphoid phosphatase activity blockers – biochemical, fluorescence intensity, uHTS (AID 1779); one-dose inhibition, % at 11.5 µM; IC50 in µM for titrated hits; hit rate 0.054% among 290,000; recombinant LYP phosphatase, fluorescence intensity; higher % means a stronger effect;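 note: plate controls were vehicle with enzyme for no effect and no enzyme for full effect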
HEK293 NOD2/NF-kB – inhibition of NOD2-driven NF-kB reporter – cell-based, luminescence, uHTS, HEK293 (AID 1566). HEK293 NOD2/NF-kB luciferase reporter, luminescence; higher % means a stronger effect. hit rate 0.63% among 290,000. inhibition, % at 4 µM, or EC50 in µM where a hit was titrated; note: many of its hits are not listed in these tables
KOR beta-arrestin-2 – kappa opioid receptor activators – cell-based, luminescence, uHTS, primary screen (AID 1777). KOR beta-arrestin recruitment, luminescence; higher % means a stronger effect. activation, % at 10 µM, or EC50 in µM where a hit was titrated. hit rate 0.02% among 280,000; in the data active = activation above about 50%, passing the limit was not always enough; note: a part of the inactive calls stands beside numbers as strong as those of hits
* = called active by the depositor; . = not tested or not shown; [ ] = another dose, or the depositor's remark. Cut-off read from the data, not from the text of the source, unless noted: active = inhibition above about 50%; inactive = the rest. Not all compounds are listed, so the mix of outcomes need not match the whole.

PMI inhibition | TNAP activation fold | KOR beta-arrestin-1 | PMI inhibitors | XIAP antagonists | NOD1 inhibition | LYP inhibition | HEK293 NOD2/NF-kB | KOR beta-arrestin-2 | molecule
2% | 1 | -9% | -1% | -3.2% | -12% | 0% | -8% | -6.0% | O=C(Cc1ccc2c(c1)OCCO2)N1CCN(S(=O)(=O)c2cccs2)CC1
. | . | 12% | . | . | -32% | -11% | -15% | -2.1% | CC1CCCC(C)N1CC(O)Cn1c2ccccc2c2ccccc21 (stereo not given)
-9% | 1 | 24% | 1% | -7.5% | -17% | 2% | 18% | -1.7% | CCCCOc1ccc(NC(=O)C(=O)NCCCn2ccnc2)cc1
-8% | 1.1 | 44% | -4% | -1.3% | -20% | -7% | 1% | -7.0% | CCOC(=O)C1(c2nc(N)cs2)COC(=O)C1 (stereo not given)
20% | 1.1 | -14% | 26% | -5.0% | 16% | -1% | 10% | 2.0% | COC(=O)c1ccc(NC(=O)CN2CCN(c3cccc(Cl)c3)CC2)cc1
. | . | -18% | . | . | -17% | -9% | -1% | 0.0% | Cc1ccccc1N(C(=O)CNC(=O)c1ccco1)C(C(=O)NC1CCCCC1)c1ccncc1 (stereo not given)
10% | 1.1 | 7% | 4% | -3.0% | -33% | -5% | -9% | -4.1% | Cc1ccc(N2C(=O)CS(=O)(=O)CC2=O)cc1
-1% | 1.2 | -13% | -2% | -1.4% | -8% | -9% | -9% | -2.9% | O=C(COc1ccc(Cl)cc1Cl)N1CCCC1
-3% | 1.1 | 14% | -4% | 0.1% | -33% | 0% | -7% | -1.1% | CSc1nnc(Cc2cc(=O)[nH]c(=O)[nH]2)n1-c1cc(C)ccc1C
. | . | -11% | . | . | -10% | -4% | -1% | -2.4% | CN(C)c1ccc(/C=N/NC(=O)CCc2nc3ccccc3[nH]2)cc1
. | . | 18% | . | . | 17% | -8% | 46% | -1.5% | CC1Cc2cc(S(=O)(=O)N3CCN(c4ccccc4F)CC3)ccc2N1C(=O)C1CC1 (stereo not given)
-2% | 1.1 | -12% | -7% | -4.6% | -20% | -5% | -12% | -9.4% | Cc1cc(C)nc(N2CCC(C(=O)NCc3cccs3)CC2)n1
. | . | 24% | . | . | 2% | -3% | 13% | -0.7% | COc1cc(N=Nc2cccc(S(N)(=O)=O)c2)c2ccccc2c1N
5% | 1 | 23% | 11% | 2.1% | -4% | -3% | 8% | -3.4% | CCc1nn(C(C)C(=O)NCCc2ccc(OC)c(OC)c2)c(=O)c2cc3occc3n12 (stereo not given)
3% | 1 | 26% | 4% | 1.3% | 17% | -1% | 21% | 5.4% | CC1Cc2ccccc2N1C(=O)CSc1nc2c(c(=O)n(C)c(=O)n2C)n1Cc1ccccc1 (stereo not given)
. | . | 26% | . | . | 3% | -5% | 20% | -0.4% | Clc1ccc(-c2nnnn2-c2ccc(Cl)cc2)cc1
-16% | 0.9 | 14% | -6% | -4.3% | -21% | -5% | -18% | -2.4% | CCCc1nnc(NC(=O)c2ccc([N+](=O)[O-])cc2)s1
. | . | 29% | . | . | -6% | 3% | 10% | -0.2% | O=C(O)c1ccc2c(=O)n(-c3ccc(F)cc3)c(=S)[nH]c2c1
-6% | 0.8 | 7% | -10% | -2.7% | 2% | -4% | 0% | -6.9% | Fc1ccc(CNc2nc3ccccc3n3nnnc23)cc1
-16% | 1.1 | -42% | -18% | -2.9% | 2% | -6% | -3% | 1.9% | CCC(Cc1ccccc1)NC(=O)C1CCN(S(=O)(=O)c2c(C)noc2C)CC1 (stereo not given)
1% | 1.1 | 19% | 2% | -8.8% | -17% | -4% | 8% | -5.2% | CCOC(=O)CN(C(=O)c1ccccc1)c1ccccc1C
. | . | 13% | . | . | -34% | -7% | 0% | -4.6% | O=C(N/C(=C\c1cccnc1)C(=O)N1CCCCC1)c1cccc(Br)c1
. | . | -6% | . | . | -4% | 1% | -15% | 2.8% | Nc1nc(Nc2cccc(Cl)c2)nc(NCc2ccco2)c1[N+](=O)[O-]
. | . | 13% | . | . | -26% | -6% | 4% | 0.9% | COc1ccccc1CN1CCNC(=O)C1CC(=O)N(C)Cc1nc(C)cs1 (stereo not given)
-6% | 1.2 | -6% | -2% | -4.0% | -19% | 0% | -2% | 1.3% | CCn1cc(C2=NC(C)CO2)c2ccccc21 (stereo not given)

Following part.
PMI inhibition | TNAP activation fold | KOR beta-arrestin-1 | PMI inhibitors | XIAP antagonists | NOD1 inhibition | LYP inhibition | HEK293 NOD2/NF-kB | KOR beta-arrestin-2 | molecule
5% | 1 | -2% | -10% | 1.3% | -8% | -3% | -4% | -7.9% | CCN1c2ccccc2-c2nc3ccccc3n2C1c1ccncc1 (stereo not given)
. | . | -25%[20 µM] | . | . | -2% | -6% | -2% | 2.4% | COc1ccc(Br)cc1/C=N/NC(=O)CN1CCCCC1
. | . | -6%[20 µM] | . | . | 13% | -8% | 42% | -3.6% | CC(C)(C)CN1CCN(Cc2nc(-c3ccc(F)cc3)cs2)CC1CCO (stereo not given)
-15% | 1 | 7% | -16% | 7.2% | 56% | 0% | 5% | 5.6% | CC(C)[C@H]1CC[C@@H](C)C(C(=O)c2ccccc2)C1=O (stereo not given in full)
11% | 1.1 | -14%[20 µM] | 12% | -7.8% | 22% | -4% | -8% | . | CC(C)(C)NC(=O)CN(C(=O)CS(=O)CC(=O)Nc1ccc(F)cc1)c1cccc(F)c1 (stereo not given)
-2% | 1.1 | -35% | -2% | 0.8% | 19% | -4% | -3% | 1.8% | CCc1ccccc1NC(=S)NCc1ccc2c(c1)OCO2
-1% | 1.1 | -21% | 3% | -9.9% | . | -5% | 3% | 2.5% | c1ccc(-c2nnc3n2CCCC3)cc1
-19% | 1 | 14% | -12% | -2.4% | -32% | -8% | 8% | 3.2% | c1ccc2c(c1)oc1c(NCCCn3ccnc3)ncnc12
6% | 1.3 | -16% | 13% | -8.3% | 12% | -9% | 23% | -4.3% | CCOc1ccc(CN(C)CCc2ccccn2)cc1
. | . | -12% | . | . | -2% | -5% | 19% | -0.2% | Cn1cc(CN2CCC(n3nccc3NC(=O)CCCc3ccccc3)CC2)cn1
. | . | -10% | . | . | -12% | -4% | -4% | 0.2% | O=C(COC(=O)/C=C/c1ccccc1Cl)NCCNC(=O)COC(=O)/C=C/c1ccccc1Cl
-3% | 1.1 | -12% | -2% | -3.1% | -32% | -4% | -2% | 5.1% | O=C(NCc1ccccc1)c1ccc(Oc2ccc(C(=O)NCc3ccccc3)cc2)cc1
14% | 1.1 | 11% | 23% | -3.8% | 11% | -2% | -4% | -3.5% | O=S(=O)(/C=C/c1ccccc1)Nc1ccc2c(c1)OCO2
2% | 1.2 | -1% | -1% | -2.5% | -38% | -3% | -5% | -6.5% | COc1cc(/C=N/N2C(=O)c3ccccc3C2=O)ccc1O
22% | 1.1 | 10% | 20% | -0.3% | -27% | 0% | 3% | -3.7% | COCCNC(=O)Cn1cc2c(n1)CCCCC2
6% | 1.1 | -19% | 4% | -11% | -32% | -6% | 14% | -3.4% | O=C(Nc1cccc(S(=O)(=O)NC2=NCCC2)c1)C1CCC1
-8% | 1.1 | -35% | -7% | -7.5% | -3% | -3% | 9% | 0.7% | Cn1c(=O)c2c(nc(N3CCNCC3)n2Cc2ccccc2Cl)n(C)c1=O
-7% | 0.8 | -46% | -2% | -13% | 0% | -2% | 22% | 3.7% | O=S(=O)(/N=C(/Sc1ccccc1)c1ccccc1)c1ccccc1
. | . | -8% | . | . | -11% | -13% | 19% | -7.7% | Cc1ccc(NC(=O)CCNS(=O)(=O)c2ccc3[nH]c(=O)oc3c2)cc1F
10% | 1.2 | 25% | 11% | -1.8% | -26% | -1% | 25% | -2.5% | CCOC(=O)c1ccc(NC(=O)Nc2ccc(OC)c(OC)c2)cc1
. | . | 8% | . | . | 2% | -4% | 9% | -1.3% | Nc1ncnc(SCc2c(F)cccc2Cl)n1
0% | 1 | 25% | -4% | -7.0% | -6% | -6% | 0% | -10% | CCC(=O)Nc1ccc(Cl)c(NC(=S)NC(C)=O)c1
-9% | 1.1 | -20% | -5% | -1.2% | -6% | -3% | 21% | -0.6% | CC(=O)c1cccc(N=c2scc(-c3ccc(S(=O)(=O)N4CCOCC4)cc3)n2CCO)c1
12% | 1 | 13% | 14% | -4.4% | -22% | -8% | -1% | -0.2% | CCn1ccnc1[C@@H]1C[C@H]2CN(c3ccccc3OC)C(=O)[C@]23CCCN13
. | . | 7% | . | . | -35% | -6% | -4% | 1.7% | Cc1ccc2c(c1)CCCN2C(=O)c1cc(C)on1

Structural class: the compounds so far with a Cl atom.
PMI inhibition | TNAP activation fold | KOR beta-arrestin-1 | PMI inhibitors | XIAP antagonists | NOD1 inhibition | LYP inhibition | HEK293 NOD2/NF-kB | KOR beta-arrestin-2 | molecule
20% | 1.1 | -14% | 26% | -5.0% | 16% | -1% | 10% | 2.0% | COC(=O)c1ccc(NC(=O)CN2CCN(c3cccc(Cl)c3)CC2)cc1
-1% | 1.2 | -13% | -2% | -1.4% | -8% | -9% | -9% | -2.9% | O=C(COc1ccc(Cl)cc1Cl)N1CCCC1
. | . | 26% | . | . | 3% | -5% | 20% | -0.4% | Clc1ccc(-c2nnnn2-c2ccc(Cl)cc2)cc1
. | . | -6% | . | . | -4% | 1% | -15% | 2.8% | Nc1nc(Nc2cccc(Cl)c2)nc(NCc2ccco2)c1[N+](=O)[O-]
. | . | -10% | . | . | -12% | -4% | -4% | 0.2% | O=C(COC(=O)/C=C/c1ccccc1Cl)NCCNC(=O)COC(=O)/C=C/c1ccccc1Cl
-8% | 1.1 | -35% | -7% | -7.5% | -3% | -3% | 9% | 0.7% | Cn1c(=O)c2c(nc(N3CCNCC3)n2Cc2ccccc2Cl)n(C)c1=O
. | . | 8% | . | . | 2% | -4% | 9% | -1.3% | Nc1ncnc(SCc2c(F)cccc2Cl)n1
0% | 1 | 25% | -4% | -7.0% | -6% | -6% | 0% | -10% | CCC(=O)Nc1ccc(Cl)c(NC(=S)NC(C)=O)c1

Continued.
PMI inhibition | TNAP activation fold | KOR beta-arrestin-1 | PMI inhibitors | XIAP antagonists | NOD1 inhibition | LYP inhibition | HEK293 NOD2/NF-kB | KOR beta-arrestin-2 | molecule
9% | 1.2 | -3% | 7% | -0.8% | 4% | -5% | 12% | -6.2% | COC(=O)c1ccc(CS(=O)(=O)c2ccc(C)cc2)cc1
. | . | -33% | . | . | 37% | -12% | 40% | -4.9% | NC(=O)c1nsc(C(=O)N(c2ccccc2)C(C(=O)NCc2ccc(F)cc2)c2ccc(O)cc2)c1N (stereo not given)
4% | 0.9 | 6% | -1% | -6.8% | -27% | -3% | 7% | 0.4% | CC1(C)CC(C)(c2ccc(O)cc2O)N(c2cccc(Cl)c2)C(=S)N1 (stereo not given)
. | . | 0% | . | . | -39% | -8% | -2% | 3.3% | C/C(=N\NC(=O)c1ccc2ccccc2c1)c1cccnc1
20% | 0.9 | -13% | 14% | -2.4% | -40% | 3% | 0% | 5.1% | Cc1cccc(OCCNc2cc(N3CCN(C)CC3)ccc2[N+](=O)[O-])c1
. | . | 2%[20 µM] | . | . | 3% | -8% | 12% | -4.4% | Cc1ccc(C(=O)N2CC(C)CC(C)C2)cc1NC1=NC2CS(=O)(=O)CC2S1 (stereo not given)
. | . | -39% | . | . | 31% | -6% | -58% | 2.9% | Nc1nc(-c2cc(O)ccc2[N+](=O)[O-])cc(-c2ccccc2)c1[N+](=O)[O-]
. | . | -22% | . | . | -18% | -9% | 19% | 4.0% | COc1ccc(-c2nc(CS(=O)(=O)CC(=O)NCCc3ccccc3)c(C)o2)cc1
